697 NFkB inh = lowers PMA/ionomycin-induced NF-kB signal in 697 B cells | inhibition, % at 4 µM | 697 B-cell NF-kB luciferase reporter, 16 h | actives 0.33% (n = 330,000); in the data active = inhibition above about 35%
Jurkat NFkB inh = inhibitors of the PMA/ionomycin-induced NF-kB reporter in Jurkat cells; actives 0.53% (n = 330,000); AID 435003; inhibition, % at 4 µM; PMA/ionomycin-induced NF-kB luciferase reporter, luminescence; in the data active = inhibition above about 50%
tim10-1 inh = growth inhibitors of tim10-1 mutant yeast | S. cerevisiae tim10-1 ts strain growth, BacTiter-Glo, 24 h | AID 463190 | actives 2.2% (n = 330,000) | inhibition, % at 20 µM;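 active = inhibition of at least 40%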;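 note: mutant grown at 25 °C; 0% = DMSO wells with yeast and 100% = wells holding no yeast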
UPR CHOP act = activators of apoptotic arm of unfolded protein response (CHOP). CHO-CHOP luciferase reporter, UPR activation, luminescence; percent of tunicamycin response over DMSO baseline. activation, % at 10 µM. actives 0.34% (n = 330,000). AID 449763;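 active = at 10 µM dose, activation of 40% or more, normalized to positive control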;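 note: 100% = tunicamycin at 10 µg/mL and 0% = DMSO alone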
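Assay system: CHO cells with stable CHOP pathway luciferase reporter; Buffer or medium: F12 plus 10% serum; Times: 16-18 h cell attachment, then 6 h compound exposure, 37 °C; Signal: luciferase luminescence; Read-out basis: percent activation relative to tunicamycin control; Control set: tunicamycin high control, DMSO low control.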
Mdm2-MdmX inh = human Mdm2/MdmX binding inhibition | O15151+Q00987 | SaOS-2 split-luciferase Mdm2/MdmX complementation, luminescence | inhibition, % at 8 µM | actives 3% (n = 330,000);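 active = inhibition of at least 50% at 8 µM in the primary screen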
Target sequence (O15151 whole entry, looked up): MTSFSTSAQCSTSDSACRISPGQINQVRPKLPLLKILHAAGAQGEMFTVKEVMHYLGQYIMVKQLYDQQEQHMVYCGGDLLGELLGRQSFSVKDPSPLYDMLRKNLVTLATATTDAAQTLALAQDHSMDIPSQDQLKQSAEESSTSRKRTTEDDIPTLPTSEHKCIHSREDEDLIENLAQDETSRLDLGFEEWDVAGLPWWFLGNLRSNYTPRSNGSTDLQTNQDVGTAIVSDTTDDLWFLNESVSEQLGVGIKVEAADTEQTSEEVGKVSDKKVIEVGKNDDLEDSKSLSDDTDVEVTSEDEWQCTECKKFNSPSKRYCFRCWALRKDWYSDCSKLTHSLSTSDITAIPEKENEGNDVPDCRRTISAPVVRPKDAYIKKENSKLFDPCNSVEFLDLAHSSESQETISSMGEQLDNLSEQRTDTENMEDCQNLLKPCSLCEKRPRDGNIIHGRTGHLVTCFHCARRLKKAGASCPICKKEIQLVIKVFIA
Target sequence (Q00987 whole entry, looked up): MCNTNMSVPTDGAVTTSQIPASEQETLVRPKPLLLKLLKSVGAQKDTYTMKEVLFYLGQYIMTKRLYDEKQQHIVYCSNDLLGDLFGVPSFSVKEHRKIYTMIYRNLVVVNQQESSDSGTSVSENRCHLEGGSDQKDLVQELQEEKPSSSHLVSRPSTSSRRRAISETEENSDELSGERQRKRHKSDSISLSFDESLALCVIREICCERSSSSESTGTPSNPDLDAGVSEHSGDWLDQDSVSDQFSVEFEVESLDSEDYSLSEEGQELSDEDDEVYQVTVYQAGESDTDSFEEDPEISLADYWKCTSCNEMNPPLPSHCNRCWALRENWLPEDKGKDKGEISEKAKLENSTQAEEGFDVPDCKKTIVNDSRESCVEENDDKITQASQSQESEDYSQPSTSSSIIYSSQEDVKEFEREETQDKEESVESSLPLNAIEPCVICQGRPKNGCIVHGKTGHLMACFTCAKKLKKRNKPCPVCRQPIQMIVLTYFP
UPR XBP1 act = activators of adaptive arm of unfolded protein response (XBP1). CHO-XBP1 luciferase reporter, IRE1-XBP1 UPR activation, luminescence; percent of tunicamycin response, DMSO as zero. activation, % at 20 µM. actives 0.33% (n = 330,000);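 active = versus positive control, 20 µM dose yields 30% or more activation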;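 note: 100% = tunicamycin at 10 µg/mL and 0% = DMSO only wells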
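Assay system: IRE1-XBP1 luciferase reporter CHO line. Input: 1000 cells/well. Buffer or medium: F12 with 10% serum. Doses: 20 µM, 1% DMSO. Times: overnight seeding at 37 °C, 6 h compound treatment at 37 °C. Technique: Steady-Glo luciferase glow luminescence, 10 min after reagent addition.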
TIM10 inh = inhibits growth of TIM10 yeast strain; S. cerevisiae TIM10 strain growth, BacTiter-Glo luminescence, 24 h; inhibition, % at 10 µM; actives 1.4% (n = 330,000); AID 463195;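 active = inhibition of 40% or more at the single tested concentration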;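 note: wild-type TIM10 isogenic control strain grown at permissive 25 °C; 0% = DMSO yeast wells and 100% = minimal medium wells without yeast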
tim23-1 inh = tim23-1 yeast growth inhibition; S. cerevisiae tim23-1 growth, BacTiter-Glo luminescence, 24 h; inhibition, % at 20 µM; actives 1.3% (n = 330,000); AID 463212;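 active = growth inhibition of the mutant yeast at or above 50%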;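 note: temperature-sensitive mutant grown at 25 °C; plate controls were DMSO-treated mutant yeast for no effect and medium wells lacking yeast for full effect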
Starred values were filed as active, the others as inactive. Hits appear at their usual frequency. Share with any hit: about 6.6%.

SMILES | 697 NFkB inh | Jurkat NFkB inh | tim10-1 inh | UPR CHOP act | Mdm2-MdmX inh | UPR XBP1 act | TIM10 inh | tim23-1 inh
CCc1c(C)[nH]n(-c2ccc(Oc3ccccc3)c(S(=O)(=O)O)c2)c1=O | 22.3 | -3.9 | -10.0 | 0.5 | 0.1 | -0.1 | 2.1 | 17.0
O=C(Nc1cccc(O)c1)c1ccc(NC(=O)C2CCCO2)cc1 (centres undefined) | -10.7 | -56.5 | 26.0 | 0.9 | -18.4 | -1.6 | -11.7 | 16.7
c1ccc(Oc2nc(-c3ccccn3)nc3ccccc23)cc1 | -24.6 | -19.5 | 43.4* | 41.5* | 33.2 | 14.8 | 50.2* | 47.2
CCOC(=O)COc1c(Cl)cc(C2NC(=S)NC(c3ccccc3)=C2C(C)=O)cc1OC (centres undefined) | 12.4 | -7.2 | 8.9 | -1.5 | -2.0 | -2.9 | -11.5 | 13.9
CSc1ncccc1C(=O)OCC(=O)Nc1cc(C(F)(F)F)ccc1N1CCOCC1 | -6.6 | 3.8 | 24.9 | -2.6 | 19.8 | 5.0 | 0.9 | 19.7
COc1ccccc1N1CCN(S(=O)(=O)CCNC(=O)c2cc(OC)c(OC)c(OC)c2)CC1 | -10.6 | 14.9 | -3.4 | 0.0 | 42.1 | -9.1 | -5.8 | 14.4
COCCCNc1nc2nonc2nc1N1CCN(C2CCCC2)CC1 | -7.1 | -0.5 | 13.5 | -1.4 | 2.7 | 0.7 | 3.3 | -0.9
FC(F)(F)c1cccc(CNC(=S)Nc2ccccc2)c1 | 12.9 | 9.0 | 29.9 | -0.9 | -2.8 | 0.6 | 20.7 | 22.1
CN(C)c1ccc(C(=O)OCC(=O)NC2CCCCC2)cc1 | -16.4 | -3.8 | 8.1 | -2.4 | 3.7 | 0.3 | -12.3 | 6.3
CN(C)S(=O)(=O)c1cccc(NC(=O)COc2nc3ccccc3nc2N2CCOCC2)c1 | 14.2 | 3.3 | 7.6 | 0.2 | -10.0 | -1.7 | 6.6 | 10.9
CCOC(=O)c1ccc(NC(=O)Nc2ccn(C)n2)cc1 | -8.4 | -27.9 | 1.6 | 1.5 | -23.0 | -0.5 | 19.5 | 14.3
O=C(Nc1ccccc1F)Nc1ccccc1F | -106.1 | -62.9 | 16.2 | 3.5 | -47.4 | 2.6 | 22.3 | 19.1
CCSc1ccc([C@@H]2[C@@H]3C(=O)N(CC)C(=O)[C@@H]3[C@]3(C(=O)OC)CCCCN23)cc1OC | 9.5 | 1.9 | 20.2 | -0.6 | 5.3 | -1.4 | 3.7 | 30.7
CCS(=O)(=O)N1CCCC(C(=O)NCCCN(C)Cc2ccccc2)C1 (centres undefined) | 19.1 | 14.4 | -5.2 | -2.6 | 21.9 | -5.4 | -9.9 | 3.4
CN(C)c1cccc(C(=O)Nc2ccc(S(=O)(=O)Nc3nccs3)cc2)c1 | 8.9 | 4.5 | 7.6 | 1.0 | -6.2 | -2.0 | -0.9 | 11.2
CC1CC(C)CN(c2cc(=O)n(Cc3ccc(F)cc3)c(=O)[nH]2)C1 (centres undefined) | 0.8 | 9.3 | 11.7 | -1.2 | -0.3 | 0.6 | -6.3 | 9.2
Fc1ccc(CNC2CCN(Cc3ccccc3)CC2)cc1 | -1.3 | 8.4 | -0.2 | 0.3 | 13.2 | -1.1 | -10.4 | -4.5
CCC(CC)C(=O)N1CCCC(c2nc(-c3cccs3)no2)C1 (centres undefined) | -28.0 | -16.7 | 29.2 | 2.8 | -5.0 | 1.8 | 27.6 | 27.9
CC(C)(C)Cc1nnc(NC(=O)CCC2CCCCC2)s1 | 2.6 | -17.6 | 10.2 | 1.9 | 19.5 | 1.3 | 0.5 | 5.9
CCC(=O)N(Cc1cc(=O)[nH]c2ccccc12)c1ccccc1OC | 1.4 | -14.1 | 4.8 | 0.1 | -1.5 | -0.2 | -4.0 | -0.8
Cc1cccc(N2CCN(CC3CCCCC3)CC2)c1C | -2.2 | -0.3 | 1.6 | 1.7 | -9.0 | -1.7 | -2.3 | -2.2
CS(=O)(=O)N1CCN(C(=O)NC23CC4CC(CC(C4)C2)C3)CC1 | 5.2 | -0.1 | 12.8 | -0.8 | -10.4 | -0.2 | -1.6 | -11.5
CC(C)(C)N1C(=O)[C@H]2[C@@H](c3ccc(Br)cc3)N3C(=O)N(c4cccc(Cl)c4)C(=O)[C@@]3(Cc3ccccc3)[C@H]2C1=O | -12.7 | 5.6 | 6.8 | 1.9 | 25.6 | 5.3 | -1.0 | 1.5
CCN(Cc1ccccc1)C(=O)CSc1nc(C)cc2c1C(=O)OC2 | 26.5 | 7.5 | 31.0 | 0.5 | 16.4 | -1.9 | 10.2 | 9.1
O=C(NCc1ccccc1)C(=O)Nc1nccs1 | 8.1 | 5.2 | -1.0 | 13.7 | 14.0 | -0.2 | -15.2 | -0.9
SMILES | 697 NFkB inh | Jurkat NFkB inh | tim10-1 inh | UPR CHOP act | Mdm2-MdmX inh | UPR XBP1 act | TIM10 inh | tim23-1 inh
Oc1cc(-c2cccnc2)cc2cccnc12 | -0.8 | -0.3 | 21.4 | 95.8* | 76.3* | 46.4* | -21.4 | 48.1
CC1CCCC(NC(=O)c2ccc3c(c2)OCCO3)C1C (centres undefined) | -80.1 | -70.2 | 14.9 | 5.4 | -45.6 | 0.5 | 4.3 | 40.1
Cc1ccccc1C(=O)NCC(=O)c1ccccc1 | -57.3 | -54.6 | -8.7 | 4.9 | -20.5 | 0.2 | 4.7 | 8.3
COc1cc2[nH]c(C(=O)N3CCc4ccccc4C3)cc2c(OC)c1OC | 25.2 | -3.6 | 18.4 | 2.5 | 38.2 | 2.5 | 8.0 | 20.5
Cc1nc2c(C)cccc2c2c1COC2 | 6.7 | -16.4 | -31.8 | -1.2 | -2.3 | 0.2 | -17.8 | -7.7
O=C(CNC(=O)c1ccc(Cl)cc1Cl)NCc1ccccn1 | 15.0 | 9.5 | 0.1 | -1.0 | 13.7 | -5.2 | 5.7 | -4.2
CCCCS(=O)(=O)N1CCCC(C(=O)Oc2ccc(Cl)cc2)C1 (centres undefined) | -7.3 | -7.4 | 16.1 | 1.6 | 4.2 | -3.7 | 2.0 | 37.1
NS(=O)(=O)c1ccc(CNS(=O)(=O)c2ccc3ccccc3c2)cc1 | -5.9 | 3.6 | -8.4 | 1.1 | 15.2 | -2.5 | -3.1 | -5.5
CCCCCCOC(=O)c1ccc(NC(=O)c2cc(OC)c(OC)c(OC)c2Br)cc1 | -13.8 | -1.8 | 17.6 | -0.6 | 13.1 | -1.1 | -7.6 | 9.9
Cc1cc(C)cc(OCC(=O)OCc2cc([N+](=O)[O-])cc3c2OCOC3)c1 | 10.1 | -2.2 | 2.4 | 0.8 | 8.3 | 1.7 | -11.9 | 12.1
C=CC[C@@H](CC(=O)NCCO)C(=O)NC[C@H](OC(=O)[C@@H](CC=C)Cc1ccc(F)cc1)c1ccccc1 | 0.2 | -2.1 | 10.0 | 3.1 | 46.5 | 3.2 | 4.6 | 18.5
Cc1ccc(S(=O)(=O)N2CCN(C(=O)Cn3c(=O)oc4ccccc43)CC2)cc1 | 13.4 | -54.3 | 9.7 | 6.5 | -16.1 | 3.4 | 2.6 | 8.0
CCn1c(CC(=O)Nc2ccccc2C)nnc1SCC(=O)Nc1nncs1 | 16.0 | 9.6 | -12.7 | 0.4 | 5.1 | -4.8 | 4.3 | -1.9
Cc1cc(Cl)c2oc(C(=O)N(C)C(C)c3ccccn3)c(C)c2c1 (centres undefined) | -3.9 | -15.4 | 34.5 | 3.5 | -22.1 | 2.0 | 7.8 | 39.0
CS/C(=C\[N+](=O)[O-])Nc1ccc(F)cc1 | 19.0 | 14.0 | 19.4 | 0.3 | 23.9 | 3.9 | 18.0 | 14.3
CCn1c(NCc2ccccc2NS(=O)(=O)c2ccc(C)cc2)nc2ccccc21 | -26.4 | 10.2 | 23.0 | -0.6 | 39.7 | -3.7 | 6.6 | 22.9
CC(C)(C)n1cnc2cc(NS(=O)(=O)c3ccccc3)ccc21 | -21.7 | -5.0 | -0.6 | 6.3 | -6.6 | -2.5 | -1.8 | -10.8
Cc1ccc(Nc2nc(N)c3ccccc3n2)cc1Cl | -320.8 | -166.9 | 5.4 | 9.4 | -208.1 | 24.1 | 25.2 | 44.4
CCc1c(C)c2ccc(OC3CCCCC3=O)cc2oc1=O (centres undefined) | -20.8 | -45.1 | 8.4 | 5.5 | -28.5 | 6.3 | 16.2 | 21.2
CCOC(=O)CSc1nc(NC#N)nc(N(CC)CC)n1 | 15.9 | 2.9 | 10.8 | -0.8 | 23.5 | -2.4 | 6.0 | 6.2
COc1cccc(CNc2ncn[nH]2)c1OCc1ccccc1F | -5.5 | -4.3 | 14.8 | -1.3 | 18.3 | -1.8 | 9.2 | 15.9
O=C(CN1C(=O)c2ccccc2S1(=O)=O)N1CCN(c2ccc(F)cc2)CC1 | 10.6 | 10.1 | 18.5 | 1.1 | 30.3 | -0.9 | 4.3 | 16.9
CCOC(=O)c1ccc(S(=O)(=O)N2CCN(Cc3cc4c(cc3O)OCO4)CC2)cc1 | 14.6 | 12.4 | -13.8 | 0.8 | 18.7 | -1.4 | 4.7 | -2.9
O=C(CSc1nc2ccc(Cl)cc2[nH]1)N1CCN(C(=O)c2ccco2)CC1 | -5.4 | 2.9 | 6.8 | -1.6 | 3.1 | -0.1 | -14.2 | -0.5
COc1ccc(C(=O)NC(=S)N2CCN(c3ccccc3O)CC2)cc1 | 8.8 | 2.7 | 18.7 | 2.9 | 3.0 | 1.9 | 16.9 | 37.4

With a hit mark in Mdm2-MdmX inh, of those listed so far:
| Structure | 697 NFkB inh | Jurkat NFkB inh | Mdm2-MdmX inh | TIM10 inh |
| --- | --- | --- | --- | --- |
| Oc1cc(-c2cccnc2)cc2cccnc12 | -0.8 | -0.3 | 76.3* | -21.4 |

Carrying on.
SMILES | 697 NFkB inh | Jurkat NFkB inh | tim10-1 inh | UPR CHOP act | Mdm2-MdmX inh | UPR XBP1 act | TIM10 inh | tim23-1 inh
O=C(Cn1cc2c(n1)CCCC2)NCc1cccs1 | 20.0 | -4.2 | 5.9 | -2.0 | 15.7 | 0.2 | 5.7 | -3.7
COc1ccc(C(=O)OC(C)CN2CCOCC2)cc1OC (centres undefined) | 16.3 | 11.3 | -3.2 | -2.8 | 8.8 | -6.6 | 5.1 | 5.4
O=C1CC(C(=O)Nc2ccccc2)C2(CCCCC2)O1 (centres undefined) | 10.4 | 2.0 | 12.5 | 2.4 | -11.8 | -4.8 | 1.2 | 12.6
O=C(Nc1ccccc1F)c1coc(=O)c(Br)c1 | -5.5 | 4.0 | 4.4 | 2.8 | -12.8 | 14.1 | 5.9 | 3.3
Cc1ccc(-n2c(COc3cccc(C)c3)n[nH]c2=S)cc1 | 6.0 | 14.6 | 7.7 | -0.9 | -4.7 | 0.0 | 38.7 | 37.7
c1cncc(-c2nnc(C3CCCCC3)o2)c1 | 25.5 | 9.6 | 20.9 | -0.3 | 5.4 | -0.6 | -6.2 | 9.1
COc1ccc(NS(=O)(=O)c2cc(C(=O)NNC(=O)c3ccncc3)ccc2OC)c(OC)c1 | 13.0 | -14.4 | 6.2 | -0.7 | 28.4 | 0.8 | -4.9 | 13.5
Cc1cc(NC(=O)CSc2nnnn2-c2ccccc2F)no1 | 13.9 | 3.2 | 10.6 | -2.3 | 6.3 | -1.7 | 1.9 | 16.5

Molecules listed so far containing a CF3 group, in the order listed:
SMILES | 697 NFkB inh | Jurkat NFkB inh | tim10-1 inh | UPR CHOP act | Mdm2-MdmX inh | UPR XBP1 act | TIM10 inh | tim23-1 inh
CSc1ncccc1C(=O)OCC(=O)Nc1cc(C(F)(F)F)ccc1N1CCOCC1 | -6.6 | 3.8 | 24.9 | -2.6 | 19.8 | 5.0 | 0.9 | 19.7
FC(F)(F)c1cccc(CNC(=S)Nc2ccccc2)c1 | 12.9 | 9.0 | 29.9 | -0.9 | -2.8 | 0.6 | 20.7 | 22.1

Assay outcomes from PubChem.
